Assay outcomes (PubChem)
ERG-DNA inh = ERG Ets/DNA interaction inhibition. fluorescence polarization, His-ERG Ets domain / labelled DNA. 370,000 compounds, 0.028% hits. Potency, µM (series often up to 76.9 µM), for inactives: at the top dose FP activity, negative = inhibition, hits mostly inhibitors; active means well fitted inhibition curve with a large enough effect in the polarisation, with a control signal flat; inconclusive means small, poorly fitted or top-dose-only effect, or effect the other way, or a change in a side signal; inactive means no such curve, though single readings can be large or run the other way; the % refers to the polarisation;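 further: polarization taken with two DNA probes labelled with fluorescein and Texas red; % of control where 0% means no effect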
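His-tagged ERG Ets domain (1 uM in the protein solution; 300mM KCl, 50mM Tris-HCl, 1mM EDTA, 1mM DTT, pH 7.5) received compound, then a probe mix of 5 nM fluorescein-DNA and 100nM Texas-615-DNA. Fluorescence polarization was read for both dyes.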
JMJD2A Tudor = inhibitors of human JMJD2A Tudor domain. AID 504339. 390,000 compounds, 4.4% hits. O75164. Potency, µM (series often up to 114 µM), inactives show at the highest dose activity change, negative = inhibition, hits mostly inhibitors. AlphaScreen JMJD2A-Tudor / H3K4me3 peptide binding; further: on the % scale 0 is the no-effect control and ±100 the full control effect; nearly all actives have a fitted effect of over 50% in size
RGS4 inh = blocks human RGS4-accelerated GTP hydrolysis; P49798; Transcreener GDP fluorescence polarization, RGS4-accelerated GTP hydrolysis; Potency, µM (doses to about 114 µM), inactives show at the highest dose activity change, negative = inhibition, hits mostly inhibitors; 390,000 compounds, 0.039% hits; AID 504845; further: on the % scale 0 is the no-effect control and ±100 the full control effect; nearly all actives have a fitted effect of over 75% in size; some results filed as inactive show a strong effect at the top dose
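MLSMR compounds (23 nl, pin-transferred) preincubated 10 min at room temperature with a 500nM (2x) first reagent, then RGS4 at 900nM (2x) plus Transcreener GDP mix added; fluorescence polarization (620/688 nm) read before and after 90 min at 30 °C.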
GLS inhibitor = glutaminase GLS (human) inhibition | GLS enzymatic activity, qHTS titration | Potency, µM (highest dose often 45.5 µM), for the others: at the highest dose activity change, negative = inhibition, most hits filed as inhibitors | 410,000 compounds, 0.21% hits | AID 624170; further: on the % scale 0 is the no-effect control and ±100 the full control effect
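Read-out is an Amplex red fluorescence increase coupled through glutamate oxidase and HRP, measured before and after 30 min room-temperature incubation. hKGA is in 45 mM KH2PO4 (pH 8.2) with 0.02% Tween-20; glutamine added as 1mM solution.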
PGK inhibitor = blocks T. brucei phosphoglycerate kinase | P07378 | 380,000 compounds, 0.043% hits | PGK/GAPDH coupled, Kinase-Glo luminescence, 60 min | Potency, µM (titrated, usually from 57.5 µM), for inactives: at the top dose activity change, negative = inhibition, actives largely listed as inhibitors; further: on the % scale 0 is the no-effect control and ±100 the full control effect; nearly all actives have a fitted effect of over 60% in size
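Luminescent ATP detection (Kinase-Glo Plus) follows a 60-minute room-temperature incubation, with wells lacking PGK as controls. Buffer: 100 mM TEA (pH 7.6), 5 mM MgCl2, 0.01% Tween-20. Coupling enzyme GAPDH (100 nM final) supplies unstable 1,3-BPG in-well.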
HP1b chromo inh = HP1-beta chromodomain-methylated histone interaction inhibition | Potency, µM (titrated, usually from 114 µM), for inactives: at the top dose activity change, negative = inhibition, usual class: inhibitors | 390,000 compounds, 0.56% hits | P83916 | AlphaScreen HP1-beta / biotin-H3K9me3 peptide binding; further: nearly all actives have a fitted effect of over 70% in size; inactives centre near 23
Target sequence (P83916 whole entry, looked up): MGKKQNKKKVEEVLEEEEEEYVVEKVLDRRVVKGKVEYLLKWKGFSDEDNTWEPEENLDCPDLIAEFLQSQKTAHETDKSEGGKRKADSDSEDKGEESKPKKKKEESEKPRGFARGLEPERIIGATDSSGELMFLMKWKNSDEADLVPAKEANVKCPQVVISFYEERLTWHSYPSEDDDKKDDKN
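HP1-beta protein (50 nM final) preincubated 30 min at room temperature with biotinylated H3(1-18)K9me3 peptide (50 nM) in PBS pH 7.4, 0.01% Tween-20, then compound added for 30 min. AlphaScreen streptavidin donor/nickel chelate acceptor beads (10 ug/mL final), 30 min dark, luminescence read.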
rTrxR1 inhibitor = inhibitors of rat thioredoxin reductase 1 | O89049 | recombinant rTrxR1, NADPH fluorescence consumption, selenite substrate | Potency, µM (titrated, usually from 114 µM), for inactives: top-dose activity change, negative = inhibition, actives largely listed as inhibitors | 390,000 compounds, 1% hits; further: on the % scale 0 is the no-effect control and ±100 the full control effect; nearly all actives have a fitted effect of over 65% in size
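Rat TrxR1 (90 nM in the dispensed reagent) was pre-reduced with 400 uM NADPH for 5 min at room temperature, then incubated with compound for 15 min. After 400 uM selenite was added, NADPH fluorescence (Ex 340/Em 450 nm) was followed for 8 min.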
Pin1 inhibitor = human Pin1 inhibition. Q13526. AID 504891. Pin1 FP peptide displacement, HiFluor488, 10 min. 390,000 compounds, 0.009% hits. Potency, µM (titrated, usually from 115 µM), for inactives: top-dose activity, negative = inhibition, most hits filed as inhibitors; active means well fitted inhibition curve with a large enough effect in the polarisation, with a control signal flat, not every such curve was filed as active; inconclusive means small, poorly fitted or top-dose-only effect, or effect the other way, or a change in a side signal; inactive means no such curve, though single readings can be large or run the other way; the % refers to the polarisation; further: on the % scale 0 is the no-effect control and ±100 the full control effect
Target sequence (Q13526 whole entry, looked up): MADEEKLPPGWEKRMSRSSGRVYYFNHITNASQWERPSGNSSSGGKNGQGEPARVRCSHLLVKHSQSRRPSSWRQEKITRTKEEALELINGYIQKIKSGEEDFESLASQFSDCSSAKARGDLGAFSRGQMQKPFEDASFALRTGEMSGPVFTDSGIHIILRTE
12-LOX inh = blocks human arachidonate 12S-lipoxygenase; AID 1671190; Potency, µM (highest dose often 108 µM), inactives show at the top dose activity change, negative = inhibition, most hits filed as inhibitors; 580,000 compounds, 1.1% hits; P18054; purified 12hLO, xylenol orange hydroperoxide absorbance; further: on the % scale 0 is the no-effect control and ±100 the full control effect
Target sequence (P18054 whole entry, looked up): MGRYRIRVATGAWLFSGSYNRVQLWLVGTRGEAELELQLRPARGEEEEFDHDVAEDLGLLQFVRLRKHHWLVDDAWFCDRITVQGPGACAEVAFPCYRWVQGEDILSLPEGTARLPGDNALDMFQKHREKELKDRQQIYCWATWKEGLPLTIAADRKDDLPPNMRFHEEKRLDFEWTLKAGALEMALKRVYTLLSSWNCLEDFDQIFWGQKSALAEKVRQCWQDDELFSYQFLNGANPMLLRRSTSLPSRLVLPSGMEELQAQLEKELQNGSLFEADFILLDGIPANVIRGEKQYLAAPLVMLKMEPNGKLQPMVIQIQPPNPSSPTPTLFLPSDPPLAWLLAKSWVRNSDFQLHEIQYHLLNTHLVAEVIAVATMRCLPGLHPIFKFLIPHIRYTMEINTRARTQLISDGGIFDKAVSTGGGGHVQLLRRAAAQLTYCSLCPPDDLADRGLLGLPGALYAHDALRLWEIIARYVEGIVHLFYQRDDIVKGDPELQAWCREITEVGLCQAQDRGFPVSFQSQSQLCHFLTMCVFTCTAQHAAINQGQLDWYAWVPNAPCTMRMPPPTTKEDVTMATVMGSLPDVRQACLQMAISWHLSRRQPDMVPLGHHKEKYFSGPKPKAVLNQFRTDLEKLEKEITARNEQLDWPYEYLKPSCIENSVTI
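Purified human 12hLO at 150 nM in 25 mM Hepes, 0.01% Triton X-100, pH 7.0, preincubated 15 min at room temperature with compound. Reaction started with 40 uM arachidonic acid, 30 min at room temperature. Hydroperoxide measured by Fe-xylenol orange, 573/405 nm absorbance ratio.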
* = called active by the depositor; i = inactive; ? = inconclusive; nt = no result given; & = joins results of further samples; [ ] = remark or other dose. Unless noted, the call rests on the fitted dose curve; in most records, active means well fitted curve in the direction sought with a large enough effect; inconclusive means small, poorly fitted or top-dose-only effect, or another doubt; inactive means no such curve, though single readings can be large; an effect the other way counts as inactive or inconclusive. Potency means the concentration at half of the fitted maximal effect.

SMILES	ERG-DNA inh	JMJD2A Tudor	RGS4 inh	GLS inhibitor	PGK inhibitor	HP1b chromo inh	rTrxR1 inhibitor	Pin1 inhibitor	12-LOX inh
Cc1ccc(OC(=O)c2cccc(S(=O)(=O)N3CCN(C)CC3)c2)c(Br)c1	7%	?	19%	-2%	-2%	-19%	-12%	0%	-9%
Cc1cc(NS(=O)(=O)c2ccc(NC(=O)c3cccnc3)cc2)nc(C)n1	8%	1%	-2%	-5%	-2%	34%	13%	0%	-14%
O=C(CN1C(=O)C(=O)c2ccccc21)NC1CCCCC1	-9%	-7%	-17%	1%	-2%	20%	-5%	0%	-24%
CCN1CCN(c2cc3c(cc2F)c(=O)c(C(=O)O)cn3C2CC2)CC1	7%	1%	-7%	-13%&2%	-6%	35%	7%	2%	-19%
Cc1ccc(C)n1-c1ccc(NC(=O)c2ccccc2)cc1	19%	-25%	7%	-8%	-6%	-15%	14%[57.1 µM]	28%	-18%
CCOc1ccccc1/C=C/C(=O)c1ccc(Cl)cc1	-6%	15%	-23%	-1%	-5%	50%[activator]	-4%	8%	-2%
Cc1ccc[n+](CC(=O)Nc2ccc(C)c(C)c2)c1	-16%	9%	-12%	1%	-6%	41%[activator]	24%	2%	0%
Cc1cc(C)c2c(n1)nn1c(N3CCN(c4ccccc4)CC3)cc(C)nc21	2%	1%	-31%	2%	-7%	68%	16%	-17%	-10%
Nc1cccc(-c2csc(-n3ncc(C(=O)O)c3C(F)(F)F)n2)c1	8%	-16%	-21%	22%	-2%	30%	12%	6%	?
O=C1C2C3C=CC(CNS(=O)(=O)c4ccccc4[N+](=O)[O-])(O3)C2C(=O)N1c1ccccc1 (centres undefined)	0%	?	?	5%	4%	?	18µM*	-2%	-8%

Structures above printed as active in rTrxR1 inhibitor:
SMILES	ERG-DNA inh	JMJD2A Tudor	RGS4 inh	GLS inhibitor	PGK inhibitor	HP1b chromo inh	rTrxR1 inhibitor	Pin1 inhibitor	12-LOX inh
O=C1C2C3C=CC(CNS(=O)(=O)c4ccccc4[N+](=O)[O-])(O3)C2C(=O)N1c1ccccc1 (centres undefined)	0%	?	?	5%	4%	?	18µM*	-2%	-8%

Next structures follow:
SMILES	ERG-DNA inh	JMJD2A Tudor	RGS4 inh	GLS inhibitor	PGK inhibitor	HP1b chromo inh	rTrxR1 inhibitor	Pin1 inhibitor	12-LOX inh
COc1cc(S(=O)(=O)NC2CC(C)(C)NC(C)(C)C2)c(OC)cc1Cl	-13%	-2%	-6%[56.9 µM]	-11%	-3%	27%	26%	-2%	?
C[C@H](CO)N1C[C@H](C)[C@@H](CN(C)S(=O)(=O)c2ccc(F)cc2)Oc2ccc(NS(=O)(=O)c3ccccc3)cc2C1=O	-3%	-1%	-3%	-6%	-4%	80%[activator]	-14%	-1%	23%
COc1ccccc1C(=O)C1CCCN(C(=O)CCn2cnnn2)C1 (centres undefined)	-18%	-13%	-29%[56.9 µM]	3%	-1%	72%[activator]	6%	-2%	-12%
OCCN1CCN(C(c2ccccc2Cl)c2sc3nc(-c4ccco4)nn3c2O)CC1 (centres undefined)	-5%	-12%	-2%	9%	-1%	27%	5%[57.1 µM]	1%	-10%
Cn1c(SCC(=O)OC2CCCCC2)nnc1-c1ccco1	-1%	-17%	-19%	-3%	-4%	51%[activator]	-23%	2%	0%
O=C(Nc1cccc(Cl)c1)/C(=C\c1cccnc1)NC(=O)c1ccco1	-5%	-3%	-4%	11%	-6%	29%	0%	0%	-14%
O=C(OCc1ccccc1)Oc1cncc(C(=O)O)c1	-5%	-9%	21%	4%	0%	16%	12%[57.1 µM]	0%	15%
CCc1ccc(NC(=O)CSCc2ccc(C(=O)O)cc2)cc1	2%	-1%	18%	2%	1%	27%	10%	-1%	-1%
COC(=O)CSc1nc(C)cc(C)c1C#N	-3%	-2%	-9%	-2%	i	22%	2%[57.1 µM]	-16%	-1%
CCCCN(C(=O)C1CCCO1)c1c(N)n(CCC)c(=O)[nH]c1=O (centres undefined)	-6%	-10%	?	2%	-10%	17%	-46%[57.1 µM]	-2%	9%
O=C(Nc1ccc2c(c1)nc1n2CCOC1)c1ccco1	-7%	-6%	27%	-16%	-7%	64%[activator]	-22%	-1%	46%
N/C(=N\OC(=O)COc1ccc(Cl)cc1Br)c1ccncc1	-3%	5%	-16%	0%	-3%	56%[activator]	19%[57.1 µM]	0%	3%
CC1C(=O)N2CCCc3cc(NC(=O)COc4ccc(Cl)cc4)cc1c32 (centres undefined)	-4%	-9%	-33%	-4%	-2%	15%	-3%[57.1 µM]	-1%	-23%
COC(=O)CCC(C)N1CCC(Oc2ccc(C(=O)N3CCCC3)cc2)CC1 (centres undefined)	2%	-16%	25%	16%	i	14%	30%	-14%	4%
CCc1nccn1CCC(=O)NC1CC(C)(C)Cc2c1cnn2-c1cccc(F)c1 (centres undefined)	0%	-17%	8%	-3%	-5%	35%	14%	0%	-1%
NS(=O)(=O)c1ccc(CCNC(=O)C2CCC(Cn3c(=S)[nH]c4ccccc4c3=O)CC2)cc1 (centres undefined)	-1%	-11%	-1%	1%	-6%	33%	9%	13%	-7%
COc1cc2c(C(=O)N3CCN(C)CC3)c(CSc3ccccc3)n(C)c2cc1Br	-8%	?	-4%	-5%	-7%	-8%	2%[57.1 µM]	-7%	nt
O=C(CSc1nc(=O)n2ccccc2n1)Nc1cccc2ccccc12	7%	?	-11%	2%	-1%	15%	-3%	1%	-6%
O=C(NCC(=O)N1CCN(c2ccc(C(F)(F)F)cn2)CC1)c1ccc(Br)o1	9%	-3%	13%	-2%	i	17%	4%	1%	-1%
CCCCCCCCNCCS(=O)(=O)NCCCCCCCC	-5%	18%	30%	17%	6%	44%[activator]	18%	-1%	-27%
COc1ccc(C2(C)NC(=O)N(CC(=O)c3cc(C)n(C4CC4)c3C)C2=O)cc1 (centres undefined)	11%	-32%	-24%	-2%	i	0%	11%	6%	166%[activator]
Cn1c(SCC(=O)Nc2ccc3c(c2)OCCO3)nnc1C(F)(F)F	-2%	4%	-16%	-1%	-4%	43%[activator]	19%	-1%	231%[activator]
Cc1ccc(NC(=S)NC(C)CCc2ccccc2)cc1C (centres undefined)	-25%	-31%	10%	14%	-8%	-2%	6%	-3%	?
COc1ccc(CNC(=O)COc2ccc(S(=O)(=O)N3CCOCC3)cc2C)cc1	-8%	-12%	-5%	-4%	-9%	23%	17%[57.1 µM]	0%	0%
Cc1sc2ncn(CC(=O)NCCCOC(C)C)c(=O)c2c1S(=O)(=O)N1CCN(c2ncccn2)CC1	-4%	4%	5%	1%	0%	33%	-3%	2%	10%
c1coc(CNc2ncnc3c2[nH]c2ccccc23)c1	nt	?	15%	nt	nt	-3%	5%	16%	nt
COc1cccc(/C=N/Nc2ccc(S(=O)(=O)O)cc2)c1O	-5%	-15%	-3%	10%	-9%	27%	16%	-5%	-26%
O=C(CC1C(=O)NCCN1Cc1ccoc1)NCc1cccc(OC(F)(F)F)c1 (centres undefined)	-4%	-23%	1%[56.9 µM]	1%	-3%	63%[activator]	-23%	0%	6%
Cc1ccc(NC(=O)CN2C(=O)CC(C)S(=O)(=O)c3ccccc32)cc1 (centres undefined)	3%	2%	9%	-9%	-6%	18%	5%	-1%	5%
COc1cc(C(=O)/C=C/c2cccnc2)ccc1O	0%	-3%	0%	22%	4%	-6%	-31%	2%	?
COc1ccc(-n2nc3cc(C)c(NC(=O)c4ccc(C)cc4C)cc3n2)cc1Cl	-2%	-16%	-17%	-6%	i	29%	22%	-2%	?
COc1ccc(CNC(=O)c2nnn(Cc3ccc(OC)cc3)c2N)cc1	-1%	-11%	-8%	-7%	i	41%[activator]	-2%[57.1 µM]	18%	472%[activator]
COc1ccc(NC(=O)CCNC(=O)Cn2ccc3ccccc3c2=O)cc1OC	-16%	-15%	?	3%	i	42%[activator]	27%[57.1 µM]	-7%	nt
C=CCNC(=O)C1CC(=O)N(c2ccc(OCc3ccccc3Cl)cc2)C1 (centres undefined)	-1%	-15%	11%	4%	-3%	34%	31%	5%	?
O=C(CSc1ncccc1-c1nc2ccccc2[nH]1)N1CCCCC1	-3%	-12%	?	-1%	-6%	27%	1%	16%	?
O=C(NCc1ccc(Cl)cc1)c1cc2ccc3cccnc3c2[nH]1	0%	-20%	18%	-1%	-2%	4%	2%	7%	6%
CCOC(=O)c1c(Nc2cccc(C(=O)OC)c2)nnc(-c2ccccc2)c1-c1ccccc1	0%	-33%	23%	4%	-1%	-3%	14%	3%	-29%
S=C(NCc1ccccc1)NCC1COc2ccccc2O1 (centres undefined)	-9%	-13%	10%	14%	-3%	20%	-12%	0%	?
COc1ccc(CCC(=O)Nc2cc3c4c(c2)CCC(=O)N4CCC3)cc1	-2%	-1%	-2%	-1%	-2%	16%	8%	-4%	3%
COc1ccc(S(=O)(=O)N2CCCC2CNC(=O)C(=O)Nc2ccc(F)cc2)cc1 (centres undefined)	-1%	-23%	6%	1%	-2%	-6%	-4%[57.1 µM]	-5%	-14%
O=C(OCc1cc2ccccc2[nH]c1=O)c1ccccc1	0%	-8%	-7%	-2%	-9%	26%	1%[57.1 µM]	-2%	32%[activator]

The list is partial; the hit share may differ from the screen's.
